# High-throughput results from PubChem BioAssay.
# 14-3-3g Raf: alters human 14-3-3 gamma binding to Raf peptide | P61981 | FP, 14-3-3gamma / TMR-pS259-Raf peptide binding | inhibition, % at 40 µM | 0.19% of 160,000 active | AID 422; in the data active = inhibition above about 30%;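 also: 0% = protein plus tracer without compound and 100% = blank with tracer alone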
# Target sequence (P61981 whole entry, looked up): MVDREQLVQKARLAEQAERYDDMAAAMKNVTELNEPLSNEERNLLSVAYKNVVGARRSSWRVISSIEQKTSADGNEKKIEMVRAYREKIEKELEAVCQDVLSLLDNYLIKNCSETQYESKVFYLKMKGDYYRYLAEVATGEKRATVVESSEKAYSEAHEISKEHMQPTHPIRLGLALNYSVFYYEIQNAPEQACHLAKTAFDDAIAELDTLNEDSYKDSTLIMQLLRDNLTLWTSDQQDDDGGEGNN
# The depositor's hits bear a star; & = joins results of further samples.
SMILES	14-3-3g Raf
CCCCOC(=O)C1=C(C)NC2=C(C(=O)CCC2)C1c1cc(OC)ccc1OC (stereo not given)	0
CCc1nnc(NC(=O)COC(=O)CN2C(=O)c3ccccc3C2=O)s1	2&-2
COc1cc(C2C3=C(CC(C)(C)CC3=O)Nc3nc(SCc4ccccc4)[nH]c(=O)c32)cc(OC)c1OC (stereo not given)	-4
CC1CCc2nn(CC(=O)NCCCN3CCCCC3)cc2C1 (stereo not given)	2
Cc1cc(O)c(C(C)C)cc1N=C1CSC(=O)N1	-4&-15
CCOC(=O)c1c(-c2ccccc2)csc1NC(=O)c1ccccc1C	-17
CS(=O)(=O)N(CCc1ccccc1)CC(=O)NCc1ccco1	7
COC(=O)c1c(NC(=O)c2ccccc2C)sc(C)c1C	-5
COc1ccc(C)cc1NC(=O)c1ccc(NS(=O)(=O)c2cccs2)cc1	-36
Cc1ccc(C)n1-c1ccc(Oc2ccc(Br)cc2)cc1	-26
O=C(Nc1ccc2c(c1)OCO2)[C@@H]1[C@@H]2C(=O)N(C3CCCCC3)C(=O)[C@@H]2C2c3ccccc3C=CN21 (stereo not given in full)	-12
O=C(CCn1c(=O)sc2ccccc21)NC1=NCCS1	5
CCCN1CC=C2C(C#N)=C(N)C(C#N)(C#N)C(c3cccc(OC)c3OC)C2C1 (stereo not given)	-18
CC(C)COC(=O)N1CC(O)CC1C(=O)O (stereo not given)	2
N=c1c(S(=O)(=O)c2ccccc2)cc2c(=O)n3ccccc3nc2n1CCN1CCOCC1	8
CCNC(=O)c1cc2c(=O)n3cccc(C)c3nc2n(CCOC)c1=N	7
C=CCn1c(=S)oc2ccccc21	4
CCn1c(SCC(=O)c2ccccc2)nc2sc3c(c2c1=O)CCC3	-36
CC(=O)C1=C(O)C(=O)N(Cc2cccnc2)C1c1ccccc1Cl (stereo not given)	-4
CCN(Cc1ccccc1)C(=O)CCc1nc(-c2ccc(C)cc2)no1	-18
COc1ccc(NC(=O)C2=C(C)NC(=S)NC2c2cccc3ccccc23)cc1 (stereo not given)	-3
O=C(Nc1ccc(NC(=O)c2cc3ccccc3o2)cc1)c1ccccc1	-17
CC(O)c1cccc(NC(=O)c2cnn3c2NC(c2ccccc2)CC3C(F)(F)F)c1 (stereo not given)	-10
Nc1nc(F)cc(NCCO)n1	-6
CN(Cc1ccccc1)S(=O)(=O)c1cc(C(=O)Nc2ccc(Oc3ccccc3)cc2)ccc1F	-23
CN(C)c1ccc(C=Nc2nc3ccccc3n2CCN2CCOCC2)cc1	-9
COc1ccc(C2CC(=O)C3=C(C2)Nc2ccccc2NC3c2cccs2)cc1OC (stereo not given)	-15
Cc1nc(-c2coc3cc(OCC(=O)O)ccc3c2=O)cs1	-1
O=C(Nc1nc(-c2cccs2)cs1)c1ccncc1	-17
C=CCN1C(=O)C(=O)c2cc(Br)ccc21	-3
O=S(=O)(NC1CCCC1)c1ccc(S(=O)(=O)NC2CCCC2)cc1	-1
O=S(=O)(Nc1ccc2oc(-c3ccccc3)nc2c1)c1ccccc1	-13&-32
CC(=O)NCCCc1c[nH]c2ccc(Cl)cc12	-3
Cc1cccc(C)c1NC(=O)C(c1ccc(F)cc1)N1C(=O)CC1c1ccco1 (stereo not given)	-4
C=C1C(C(=O)N2CCN(C)CC2)C1C(=O)N1CCN(C)CC1 (stereo not given)	2
COc1cc2[nH]c(=O)n(Cc3ccc(C(=O)NC4CCCCC4)cc3)c(=O)c2cc1OC	2
COC(=O)C1CC(=O)N(Cc2ccccc2)C1 (stereo not given)	-14
Cc1ccc(C(=O)Nc2ccc(Cl)cn2)cc1S(=O)(=O)N1CCOCC1	10
Cc1c(C(=O)N2CCCC2)oc2ccc(S(=O)(=O)N(C)C3CCCCC3)cc12	-11
CCOC(=O)Cc1csc(SCc2nc3ccccc3c(=O)[nH]2)n1	-10
CCOc1cc(C#N)c(NC(=O)c2cccnc2)cc1OCC	-5
Nc1nnc(SCC(=O)C2CC2)s1	0
COC(=O)c1ccc(OCc2ccc(Cl)cc2)c(OC)c1	-4
CCOC(=O)C(C)Oc1cccc2c(=O)n(CC(=O)N3CCc4ccccc43)ccc12 (stereo not given)	3
O=C(NC1(C(=O)NC2CCCC2)CCCCC1)c1ccc2c(c1)OCO2	-7
CC(=O)Nc1cccc(Oc2ncnc3scc(-c4ccc(C(C)C)cc4)c23)c1	-13
CCOC(=O)c1cc(-c2nnc(-c3ccc(Cl)cc3)o2)c(C)nc1C	-2
COc1cc(C(=O)Nc2cccc(-c3nc4ncccc4o3)c2C)cc(OC)c1OC	-15
O=C(NCc1cccs1)C1COc2ccccc2O1 (stereo not given)	-7
COC(=O)C1=C(C(=O)OC)SC(=C2C(=S)C(C)(C)N(C(=O)c3ccc4c(c3)OCO4)c3ccc(OC)cc32)S1	2
CCN(CC)c1ccc(NS(=O)(=O)c2ccc3c(c2)c(=O)n(C)c(=O)n3C)c(C)c1	-13
COc1ccc(S(=O)(=O)N(C(C)=O)c2ccc3oc4c(c3c2)CCCC4)cc1	-1
CC(C)C(NC(=O)OCc1ccccc1)C(=O)OCC(=O)N1CCCCC1 (stereo not given)	-7
Clc1ccccc1CN1CCN(Cc2c[nH]c3ccccc23)CC1	-4
Cc1cc(C(=O)CN2C(=O)c3ccccc3C2=O)c(C)n1Cc1cccs1	-4
COc1ccccc1CNC(=O)N1CCOCC1	1

# Going on with the list:
SMILES	14-3-3g Raf
Cc1cc(C)cc(N(CCC#N)C(=O)CSc2nc3nc(C)cc(C)n3n2)c1	0
CC(C)(C)OC(=O)NCc1nc(N)n[nH]1	-4
O=[N+]([O-])c1ccccc1S(=O)(=O)Nc1cccnc1	-2
O=C(NCCc1ccccc1)c1n[nH]n2c1nc(=O)c1ccccc12	1
CC1CCN(CCCNC(=O)CSc2cc(=O)n(C)c3ccccc23)CC1	-10
CCc1ccc(Sc2cc(C(=O)NCc3ccccn3)c3ccccc3n2)cc1	-5
CCOc1cccc(N2C(=O)CC(N3CCN(C(=O)c4ccco4)CC3)C2=O)c1 (stereo not given)	-9
O=C(NCc1ccco1)c1cccnc1-c1nc2ccccc2s1	6
FC(F)Oc1ccccc1C1CC(c2ccc(Br)s2)Nc2ncnn21 (stereo not given)	-5&7
Cc1cc(C)cc(C(=O)Nc2c3c(nn2-c2ccc([N+](=O)[O-])cc2)CS(=O)(=O)C3)c1	-2
COc1ccc(C(=O)N2C=NN(C)C23SC(C(C)=O)=NN3c2ccc(Br)cc2)cc1 (stereo not given)	2
CCCS(=O)(=O)Nc1cc(C(F)(F)F)ccc1OCCOC	-18
COc1ccc(C)c2sc(N3CCCC3)nc12	1
CCSc1nnc(NC(=O)CCc2ccccc2)s1	0
CC1CCN(C(=O)Cn2nc(C(F)(F)F)c3c2CCCC3)CC1	2&-6
CCOc1ccc(N2C(=O)C3C(c4ccc(OC)cc4OC)NN(C(=O)c4cccc(Br)c4)C3C2=O)cc1 (stereo not given)	-81
N#Cc1ccc(Oc2ccc(NC(=O)c3cccs3)cc2)cc1	-7
O=C(Nc1ccccc1Cl)c1c(O)c2c([nH]c1=O)CCCC2	-7
COc1ccc(C)cc1NC(=O)CN(Cc1ccccc1)S(=O)(=O)c1ccc(C)cc1	0
CC1CN(c2ccc(Oc3ccccc3)cc2)c2nc3c(c(=O)[nH]c(=O)n3C)n2C1 (stereo not given)	-6
Cc1ccc(C)n1-n1cnc2scc(-c3cccs3)c2c1=O	-2
OC1CN=C2C=CC=CN2C1 (stereo not given)	-11
CCOc1ccc(NC(=O)C(C(C)C)N2C(=O)c3ccccc3C2=O)cc1 (stereo not given)	0
COC(=O)c1ccc2c(=O)n(C3CCCCC3)c(SC)nc2c1	-4
Cc1cccc(C2C=C(c3ccc(Br)cc3)Nc3nc4ccccc4n32)c1 (stereo not given)	-65
Cc1nnc(NC(=O)c2ccc(S(=O)(=O)N(C)C3CCCCC3)cc2)o1	22
CCOc1ccccc1NC(=O)c1c(NCc2sccc2C)sc2c1CCCC2	-35
CC(=O)C1C(c2ccc([N+](=O)[O-])o2)NC(=O)NC1(O)C(F)(F)F (stereo not given)	-45
Cc1ccc(COc2ccc(C3C4=C(CC(C)(C)CC4=O)Nc4ncnn43)cc2)cc1 (stereo not given)	0
C=CCn1c(CCNC(=O)c2ccc(F)cc2)nc2ccccc21	1
CCN1CCN(CCCNC(=O)c2cn(C3CCCCC3)c(=O)c3c2c2ccccc2n3C)CC1	3
O=C(Cn1cnc2sc3c(c2c1=O)CCCC3)NCCC(=O)Nc1cccc(C(F)(F)F)c1	-5

# Structural class: the entries above containing fluorine.
SMILES	14-3-3g Raf
CC(O)c1cccc(NC(=O)c2cnn3c2NC(c2ccccc2)CC3C(F)(F)F)c1 (stereo not given)	-10
Nc1nc(F)cc(NCCO)n1	-6
CN(Cc1ccccc1)S(=O)(=O)c1cc(C(=O)Nc2ccc(Oc3ccccc3)cc2)ccc1F	-23
Cc1cccc(C)c1NC(=O)C(c1ccc(F)cc1)N1C(=O)CC1c1ccco1 (stereo not given)	-4
FC(F)Oc1ccccc1C1CC(c2ccc(Br)s2)Nc2ncnn21 (stereo not given)	-5&7
CCCS(=O)(=O)Nc1cc(C(F)(F)F)ccc1OCCOC	-18
CC1CCN(C(=O)Cn2nc(C(F)(F)F)c3c2CCCC3)CC1	2&-6
CC(=O)C1C(c2ccc([N+](=O)[O-])o2)NC(=O)NC1(O)C(F)(F)F (stereo not given)	-45
C=CCn1c(CCNC(=O)c2ccc(F)cc2)nc2ccccc21	1
O=C(Cn1cnc2sc3c(c2c1=O)CCCC3)NCCC(=O)Nc1cccc(C(F)(F)F)c1	-5

# More entries
SMILES	14-3-3g Raf
CC1=C(C(=O)NC2CCCCC2C)C2(CCC(C)CC2)OC1=O (stereo not given)	-5
O=C1C=CC(=O)N1c1ccccc1	3
CS(=O)(=O)N(CC(O)Cn1c2ccccc2c2ccccc21)c1ccccc1I (stereo not given)	7
NC(=O)c1oc2ccccc2c1NC(=O)C1CCCCC1	-3
CCOC(=O)c1cnc2cc(C(F)(F)F)ccc2c1Nc1cc(OC)c(OC)c(OC)c1	-3
Cc1ccc(NC(=O)CSc2ncn[nH]2)cc1	-3
CCc1ccc(NC(=O)CSc2nccn2-c2cccc(C)c2C)cc1	-2
O=C(c1ccc(Br)cc1)N1CC2C3C=CC(C3)C2C1 (stereo not given)	-3
O=C(CSc1nc2ccsc2c(=O)n1CCc1ccccc1)c1ccccc1	-6
O=C(C1COc2ccccc2O1)N1CCN(c2ccccc2)CC1 (stereo not given)	-3
COc1ccc(C(=O)Nc2cccc(-c3nc4ncccc4o3)c2C)cc1OC	2
O=C(CCc1nc(-c2ccccc2F)no1)NCCc1ccc(Cl)cc1	-11
COC(=O)CCSCc1cn2cc(Cl)ccc2n1	-1
Cc1nc2ccccc2n1C(=O)c1cc(Cl)ccc1[N+](=O)[O-]	4
COc1ccccc1N=Cc1c(O)ccc2oc3c(c12)CCCC3	-30
CCc1ccc(NC(=O)C2CC(=O)N(c3ccccc3)C2)cc1 (stereo not given)	1
COCCCNc1nc(-c2ccncc2)nc2ccccc12	6
Cc1ccc(NC(=O)CSc2ccc(Nc3ccc(C)cc3)nn2)cc1	-5
CCC(=O)N1c2ccccc2-c2nnc(SC)nc2OC1c1c(OC)ccc2ccccc12 (stereo not given)	-61
COCCN1C(=O)c2ccccc2C(C(=O)N2CCN(Cc3ccccc3)CC2)C1c1c[nH]c2ccccc12 (stereo not given)	2
COc1cccc(CNC(=O)Nc2cccs2)c1	0
O=C(Nc1nc2ccc(Cl)cc2s1)c1cccc(Oc2ccccc2)c1	-12
O=C(CSc1nc2ccccc2s1)Nc1ncc2c(n1)CC(c1ccco1)CC2=O (stereo not given)	-212
Cc1cccc(C(=O)NCCN2CCN(c3ccccc3)CC2)c1	-7&-5

# Of the compounds above, 4 contain a nitro group on carbon:
SMILES	14-3-3g Raf
O=[N+]([O-])c1ccccc1S(=O)(=O)Nc1cccnc1	-2
Cc1cc(C)cc(C(=O)Nc2c3c(nn2-c2ccc([N+](=O)[O-])cc2)CS(=O)(=O)C3)c1	-2
CC(=O)C1C(c2ccc([N+](=O)[O-])o2)NC(=O)NC1(O)C(F)(F)F (stereo not given)	-45
Cc1nc2ccccc2n1C(=O)c1cc(Cl)ccc1[N+](=O)[O-]	4

# (next part)
SMILES	14-3-3g Raf
COc1ccc(NC(=O)c2sc3cc(C)ccc3c2Cl)cc1	-22
S=c1[nH]c(-c2ccc(Br)cc2)cn1-c1ccccc1	-4
O=C(CSc1nc2ccccc2o1)NCc1ccco1	-1
Cc1ccc(Cn2nnc3c(=O)n(Cc4cc(C)ccc4C)cnc32)cc1	4
O=C(NCC1CCCO1)C1CCC(CNS(=O)(=O)c2ccc(F)cc2)CC1 (stereo not given)	11
Nc1c(C(=O)c2ccc3c(c2)OCO3)sc2nc(-c3cccs3)cc(C(F)(F)F)c12	-75
O=C(O)CCc1nc2cccnc2n1Cc1ccccc1	-10
CC1CCN(C(=O)CSc2nnc(Cc3ccccc3)o2)CC1	5
COc1cc(NC(=O)c2nn3c(C(F)(F)F)cc(-c4cccs4)nc3c2Cl)c(OC)cc1Cl	-6
O=C(Nc1ccc(S(=O)(=O)Nc2ncccn2)cc1)C1c2ccccc2Oc2ccccc21	-11
O=[N+]([O-])c1ccc(CN2CCN(Cc3ccco3)CC2)cc1	0
COC(=O)c1ccc(C2Nc3cccc4cccc(c34)N2)cc1	-18
CC(=O)c1c(C)[nH]c(C(=O)Nc2cccnc2)c1C	-1
Cc1nn(C)c(C)c1S(=O)(=O)N1CCC(C(=O)NCC2COc3ccccc3O2)CC1 (stereo not given)	-4
COCCn1c(SCC(=O)NCc2ccc3c(c2)OCO3)nnc1-c1c[nH]c2ccccc12	-9
COCCn1nnnc1C(c1ccc(OC)cc1)N1CCN(c2ccccc2F)CC1 (stereo not given)	-1
Cc1cc(C)c2c(N)c(C(=O)Nc3ccc(S(N)(=O)=O)cc3)sc2n1	-3

# These rows are one share of the data; the hit share may differ from the screen's.
